# Screening data deposited in PubChem BioAssay by several laboratories.
# OX1R antag-1 = blocks the human orexin 1 receptor | OX1R-expressing cells, FRET antagonist read-out | inhibition, % at 6.6 µM | 330,000 compounds, 1.8% hits | AID 485270; in the data active means inhibition mostly above about 38%, no sharp cut-off; inactive means mostly below about 40%;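 further: 0% = agonist challenge alone and 100% = reference antagonist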
# Target sequence (O43613 whole entry, looked up): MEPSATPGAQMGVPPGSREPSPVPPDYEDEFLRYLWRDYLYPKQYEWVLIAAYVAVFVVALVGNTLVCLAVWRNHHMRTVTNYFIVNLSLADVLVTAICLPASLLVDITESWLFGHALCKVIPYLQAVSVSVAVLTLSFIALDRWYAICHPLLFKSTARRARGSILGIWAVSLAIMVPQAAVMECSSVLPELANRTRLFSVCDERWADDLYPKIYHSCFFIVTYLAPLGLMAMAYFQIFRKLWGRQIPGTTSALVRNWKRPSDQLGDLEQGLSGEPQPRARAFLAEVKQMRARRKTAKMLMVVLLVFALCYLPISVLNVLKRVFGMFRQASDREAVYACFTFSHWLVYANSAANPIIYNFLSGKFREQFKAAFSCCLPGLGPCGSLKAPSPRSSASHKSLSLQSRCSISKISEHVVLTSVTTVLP
# OX1R antag-2 = blocks the human orexin 1 receptor; inhibition, % at 5 µM; 330,000 compounds, 0.43% hits; AID 434989; CHO/OX1R cells, Fluo-8 calcium fluorescence, orexin A; O43613;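 active means inhibition above its plate's threshold, mean inhibition of all tested compounds on the plate plus 3 SD, cut at about 37% in these data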;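 further: 0% = orexin A challenge wells and 100% = SB-334867-A antagonist wells; not every result past the cut was called active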
# CHT PAM = allosterically activates the human high affinity choline transporter; CHT-expressing cells, membrane potential dye, choline EC20; hits give high values; LV-AA mutant CHT in HEK293 cells; B-score at 10 µM; 310,000 compounds, 0.49% hits; AID 488977;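 active means initial fluorescence not abnormally high and integrated response B-score, plate-corrected, over 3 SD above library mean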
# Target sequence (Q9GZV3 whole entry, looked up): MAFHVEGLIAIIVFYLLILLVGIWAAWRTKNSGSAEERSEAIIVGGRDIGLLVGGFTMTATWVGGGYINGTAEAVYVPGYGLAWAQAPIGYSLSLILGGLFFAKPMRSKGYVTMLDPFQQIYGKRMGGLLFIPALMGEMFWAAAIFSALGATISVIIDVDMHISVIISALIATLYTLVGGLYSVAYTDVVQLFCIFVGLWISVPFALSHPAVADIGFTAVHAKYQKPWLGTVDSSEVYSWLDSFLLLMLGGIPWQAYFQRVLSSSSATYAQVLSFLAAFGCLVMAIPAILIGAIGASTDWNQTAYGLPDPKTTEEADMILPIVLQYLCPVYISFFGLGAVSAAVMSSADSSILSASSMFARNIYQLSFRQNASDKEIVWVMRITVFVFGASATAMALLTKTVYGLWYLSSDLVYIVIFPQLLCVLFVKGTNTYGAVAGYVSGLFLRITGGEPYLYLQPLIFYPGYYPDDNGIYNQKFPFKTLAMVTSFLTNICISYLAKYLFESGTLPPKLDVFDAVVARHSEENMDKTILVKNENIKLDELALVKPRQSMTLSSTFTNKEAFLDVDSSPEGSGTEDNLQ
# An asterisk follows results filed as active; i = inactive; · = no result given.
SMILES	OX1R antag-2	CHT PAM	OX1R antag-1
N#C/C(C(N)=O)=C1/SC(Cc2ccc(F)cc2)C(=O)N1c1ccccc1 (centres undefined)	9.8	i	11.7
O=C1CCCC/C=C\C[C@H](CC(=O)N(CCO)Cc2ccccc2)C(=O)N[C@@H](Cc2ccccc2)CO1	-20.2	·	13.2
Cc1ccc(C(=O)Oc2cccc(NC(=O)c3ccccc3)c2)cc1C	2.5	i	34.0
CCc1ccc(N2CC(C(=O)OCc3nc4ccsc4c(=O)[nH]3)CC2=O)cc1 (centres undefined)	-3.8	·	5.8
COc1ccc(C2NC(=O)C(=O)/C2=C(\O)c2ccc(Cl)cc2)cc1OC (centres undefined)	-5.8	i	4.9
CCOC(=O)N1CCN(C(=O)CSc2nc3nc(C)cc(C)n3n2)CC1	-12.5	·	3.2
CSCCC(NC(=O)c1ccccc1)C(=O)NCc1ccc(S(N)(=O)=O)cc1 (centres undefined)	-18.1	i	1.0
COc1ccc(S(=O)(=O)Nc2ccc(C)cn2)cc1	-8.5	i	14.1

# The last 4 entries of the part above come first, to join the parts:
SMILES	OX1R antag-2	CHT PAM	OX1R antag-1
COc1ccc(C2NC(=O)C(=O)/C2=C(\O)c2ccc(Cl)cc2)cc1OC (centres undefined)	-5.8	i	4.9
CCOC(=O)N1CCN(C(=O)CSc2nc3nc(C)cc(C)n3n2)CC1	-12.5	·	3.2
CSCCC(NC(=O)c1ccccc1)C(=O)NCc1ccc(S(N)(=O)=O)cc1 (centres undefined)	-18.1	i	1.0
COc1ccc(S(=O)(=O)Nc2ccc(C)cn2)cc1	-8.5	i	14.1
CC(C)c1ccc(NC2CCCN(C(=O)CC3CCCC3)C2)cc1 (centres undefined)	19.0	i	3.2
Cc1cc(Cl)ccc1C(=O)C1CCCN(C(=O)c2n[nH]c3c2CCCC3)C1 (centres undefined)	-25.8	i	17.6
CN(C(=O)c1ccccc1F)C(c1ccccc1)c1ccccc1	-13.3	i	23.0
C=CCOc1cccc(/C=C/c2nc3ccccc3c(=O)[nH]2)c1	-14.7	i	1.0
COc1ccc(OC)c(NC(=O)NNC(=O)COc2ccc(F)cc2F)c1	-4.9	i	12.4
COc1ccccc1NC(=S)NNC(=O)c1nn(C)cc1Cl	-1.7	i	28.1
Cc1cc(-c2sccc2C)nc(-n2cccc2)n1	-20.1	i	14.9
CCN(CC)C(=O)Cn1nc(-c2ccc(Cl)cc2)c2ccccc2c1=O	-20.1	i	12.4

# (list continues)
SMILES	OX1R antag-2	CHT PAM	OX1R antag-1
COc1cccc(C(=O)NC(C)c2ccc(Br)cc2)c1 (centres undefined)	-1.1	i	12.5
O=[N+]([O-])c1ccc(-c2nnc(CNC3CCCC3)o2)cc1	-16.7	i	63.4*
CCOc1ccc(CCNc2nc3c(c(=O)n(C)c(=O)n3C)n2CC)cc1OCC	-14.1	i	8.9
Cc1ccc2ccc3cccc4ccc1c2c34	-28.2	·	5.8
COc1cc(C2C(C#N)=C(N)N(Nc3ccccc3)C3=C2C(=O)CC(C)(C)C3)ccc1OCc1ccccc1 (centres undefined)	-10.0	i	4.4
COc1ccc(C2(CNC(=O)c3ccc(N)cc3)CCCC2)cc1	-16.4	i	9.1
CCCn1c(=O)c2c(c3ccccc31)OC(C)C(=O)N2 (centres undefined)	-1.3	i	14.3
O=S(=O)(c1ccc(NC(=S)NCc2ccco2)cc1)N1CCCCC1	1.8	i	4.0

# Other records:
SMILES	OX1R antag-2	CHT PAM	OX1R antag-1
Cc1cc(C)cc(N(CC(=O)Nc2ccccc2C(=O)N2CCOCC2)S(C)(=O)=O)c1	4.6	i	1.8
N#C/C(=C\c1ccc(N2CCCC2)c([N+](=O)[O-])c1)c1nc2ccccc2[nH]1	-28.8	i	22.4
Cc1c(N=Cc2ccccn2)c(=O)n(-c2ccccc2)n1C	2.4	i	-0.3
CC(OC(=O)c1nc(Cl)ccc1Cl)C(=O)c1ccccc1 (centres undefined)	-18.5	i	14.4
CC(NC(=O)COC(=O)CNC(=O)c1ccccc1Cl)C1CC2CCC1C2 (centres undefined)	-1.0	·	0.3
N#CC1=C2SCN(Cc3ccccc3)CN2C(=O)CC1c1ccccc1F (centres undefined)	-3.7	i	6.2
Cc1ccccc1NC(=S)NC12CN3CN(CN(C3)C1)C2	-8.6	i	5.6
CCOP(=O)(OCC)/C(=N/OC(=O)c1ccccc1C)C(N)=O	4.8	i	9.7

# Following part
SMILES	OX1R antag-2	CHT PAM	OX1R antag-1
CC(=O)c1ccc(OC(=O)/C=C/c2ccccc2)cc1	2.4	i	7.5
CC(=O)Nc1nnc(SCC(=O)N2C(C)CCCC2C)s1 (centres undefined)	2.3	i	4.7
COc1ccc(C(CNC(=O)CNS(=O)(=O)c2ccc(NC(C)=O)cc2)N2CCOCC2)cc1 (centres undefined)	-9.2	i	12.6
O=C(O)Cn1cccc1C(=O)c1ccccc1	-2.2	i	1.8
CCOC(=O)c1c(C)c(-c2ccccc2)n(CC(=O)N2CCCC2)c1C	-19.2	i	5.5
Cc1nnc2ccc(-c3ccc(NC(=O)c4cccnc4Cl)cc3)nn12	-2.0	i	12.8
Cc1ccc(Cl)cc1NC(=O)CSc1sc2c(O)cc(=O)[nH]c2c1C#N	8.0	i	13.8
O=C(Cn1cnc2ccccc2c1=O)c1ccc2c(c1)OCCO2	-23.9	i	6.4

# Other records.
SMILES	OX1R antag-2	CHT PAM	OX1R antag-1
CCN(CC)C(=O)Cn1cc(C(=O)C(=O)NCc2ccccn2)c2ccccc21	-19.4	i	13.1
O=C(COC(=O)c1cc(S(=O)(=O)N2CCCC2)ccc1O)Nc1ccccc1Br	-16.3	·	4.5
C[C@H](CO)N1C[C@H](C)[C@@H](CN(C)C(=O)Nc2ccc3c(c2)OCO3)Oc2c(NS(=O)(=O)c3cn(C)cn3)cccc2C1=O	1.2	·	4.6
N#CC1=C(N)C(C#N)(C#N)[C@H](c2ccoc2)[C@H]2CN(Cc3ccccc3)CC=C12	-9.2	i	48.2
C=CCCCCCCCCc1nc(=S)[nH][nH]1	-3.8	i	17.0
O=C(C1CCCN(Cc2ccc(Br)cc2)C1)N1CCCCC1 (centres undefined)	-18.0	i	0.3
O=C(CNC(=O)c1ccccc1)Oc1cccc(Cl)c1	-5.8	i	3.8
Cc1sc2ncnc(Sc3ccccc3C(=O)O)c2c1C	-5.2	i	-54.0

# Two entries from above, with values under each structure:
# Results follow in this order: OX1R antag-2 | CHT PAM | OX1R antag-1
N#CC1=C(N)C(C#N)(C#N)[C@H](c2ccoc2)[C@H]2CN(Cc3ccccc3)CC=C12
 : -9.2 | i | 48.2
C=CCCCCCCCCc1nc(=S)[nH][nH]1
 : -3.8 | i | 17.0

# (more compounds)
SMILES	OX1R antag-2	CHT PAM	OX1R antag-1
Cc1cccc(C)c1NC(=O)C1CCCN1C(=O)OC(C)(C)C (centres undefined)	-18.7	i	14.9
CCNC(=O)Cc1ccc(NS(=O)(=O)c2ccc(F)cc2)cc1	-4.2	i	10.0
COc1ccc(Nc2nc(N)c([N+](=O)[O-])c(N3CCOCC3)n2)cc1	-33.8	i	23.1
Cc1sc(NC(=S)NC(=O)c2ccco2)c(C#N)c1C	-8.0	i	27.4
Cc1csc(-c2cnn(-c3ccccc3)c2NC(=O)c2cccc(C(F)(F)F)c2)n1	-15.4	i	9.6
O=C(Nc1ccncc1)c1ccc2c(c1)S(=O)(=O)c1ccccc1C2=O	-10.5	i	75.1*
CCOC(=O)c1cnc2ccc(OCC)cc2c1NCc1ccccc1OC	-9.4	i	14.1
COC(=O)c1ccc2c(=O)n(CCN3CCOCC3)c(SCC(=O)NCc3ccccc3)nc2c1	-15.5	i	4.3

# Following part.
SMILES	OX1R antag-2	CHT PAM	OX1R antag-1
O=C(Nc1ccccc1)c1ccc(NC2CCCCC2)c(S(=O)(=O)N2CCOCC2)c1	-21.8	i	28.5
CCOC(=O)CC(=O)Nc1ccccc1C(=O)O	-3.8	i	9.3
COc1ccc(/C=N/Nc2nonc2N)cc1OC	-8.1	i	25.5
NS(=O)(=O)c1ccc(CNS(=O)(=O)c2ccc3c(c2)OCCO3)cc1	-2.6	i	-3.4
COc1ccc(CCNC(=O)c2ccc(Cl)c(S(=O)(=O)N3CCCC3)c2)cc1	2.8	·	11.9
CC(=O)Nc1ccc(NC(=O)CCc2nc3sc4c(c3c(=O)[nH]2)CCCC4)cc1	-1.1	i	9.2
Cc1cccc(NC(=O)Nc2ccc(C)c(C)c2)n1	-8.5	i	26.9
CN(CCc1ccccn1)C(=O)Nc1ccc(Cl)cc1	0.6	i	5.6

# More results.
SMILES	OX1R antag-2	CHT PAM	OX1R antag-1
Cc1ccc(-c2csc3nc[nH]c(=O)c23)cc1	-20.2	i	11.8
CCc1nnc(NC(=O)C2Cc3ccccc3CN2S(=O)(=O)c2c(C)c(C)cc(C)c2C)s1 (centres undefined)	-9.5	i	3.6
CCN(CC(=O)Nc1c(F)cccc1F)C(=O)c1ccc2c(c1)OCO2	-4.0	·	1.5
COc1ccc(Oc2ncnc3c2ncn3Cc2ccccc2)cc1	-27.5	i	3.5
CCn1nc(C(=O)Nc2cccc(S(=O)(=O)N3CCCC3)c2)c2ccccc2c1=O	-27.4	·	2.0
COC(c1ccccc1)c1nnc(CCC(=O)NC2CCCCC2)o1 (centres undefined)	-13.8	i	6.2
CC(=O)c1cccc(NC(=O)C(OC(=O)/C=C/c2ccc3c(c2)OCO3)c2ccccc2)c1 (centres undefined)	-3.8	i	21.1
O=C(NCCN1CCCCC1)Nc1ccccc1F	-17.0	i	12.0

# (cont.)
SMILES	OX1R antag-2	CHT PAM	OX1R antag-1
Cc1ccc(S(=O)(=O)N2CCC(C(=O)NCCc3ccc(S(N)(=O)=O)cc3)CC2)cc1	-8.3	i	18.4
CN(C)S(=O)(=O)n1cnc2ccccc21	5.7	i	2.3
COc1ccc(CN2C(=NC(=O)C3CCCO3)SC3CS(=O)(=O)CC32)cc1OC (centres undefined)	-3.8	i	5.3
Cc1ccc(CNS(=O)(=O)c2ccc3c(c2)n(C)c(=O)c(=O)n3C)cc1	10.3	i	26.7
Cc1cc2nc(N3C(=O)CNC3=S)sc2cc1C	33.9	i	69.3
O=C(CSc1nccn1Cc1ccccc1)NCc1ccccc1	-14.9	i	-1.9
NC(=O)C1CCN(C(=O)/C(=C/c2ccco2)NC(=O)c2ccccc2)CC1	-3.1	i	12.4
C=CCNCCOCCSc1ccc(Cl)cc1	-7.2	i	5.6

# Additional results:
SMILES	OX1R antag-2	CHT PAM	OX1R antag-1
Cc1nc(NC(=O)CSc2nc3ccccc3s2)sc1C(=O)N(C)C	-25.8	i	5.1
O=C(COc1ccc2ccccc2c1)N[C@@H](C(=O)O)c1ccc(O)cc1	-9.1	i	11.7
CCOC(=O)N1CCN(C(=O)C2CCN(S(=O)(=O)N3CCCC3)CC2)CC1	-2.9	i	3.3
C=CCOc1ccc(CNn2cn[nH]c2=S)cc1OC	-13.1	i	12.4
COc1ccc(S(=O)(=O)N(CCC(N)=O)Cc2ccco2)cc1OC	-3.3	i	1.9
CCN1CCN(C(=O)CS(=O)Cc2nc(-c3ccc(OC)cc3)oc2C)CC1 (centres undefined)	1.1	i	9.3
Cc1cc(=O)oc2cc(Oc3ccc([N+](=O)[O-])cc3C(F)(F)F)ccc12	-25.3	i	15.1
Cc1ccc2[nH]c3c(c2c1)CCCC3NC(=O)CCl (centres undefined)	-16.5	i	19.5

# Later entries
SMILES	OX1R antag-2	CHT PAM	OX1R antag-1
O=C(COC(=O)Cn1cnc2ccccc2c1=O)Nc1ccccc1Sc1ccc(Cl)cc1	-31.6	i	1.8
Cc1cc(=O)[nH]c(SCc2cn3ccccc3n2)n1	-9.6	i	15.8
CCc1ccc(C2=NN(C(=O)OC)C(O)(C(F)(F)F)C2)cc1 (centres undefined)	-6.8	i	13.2
COc1cc2c(C(=O)Nc3ccccc3F)cn(C)c(=O)c2cc1OC	-19.5	i	5.6
Cc1ccc2c(c1)n([O-])c1c([n+]2=O)CCCC1	-9.2	i	28.9
COCCN(C(=O)CSc1nnc(-c2ccccc2F)n1C)c1c(N)n(Cc2ccccc2)c(=O)[nH]c1=O	-12.0	i	9.2
Cc1cc(Cl)c(S(=O)(=O)NCCC(=O)O)cc1OCC(N)=O	-10.6	i	4.8
CCNCC(=O)Nc1c(C)cccc1C	-3.0	i	5.0

# (cont.)
SMILES	OX1R antag-2	CHT PAM	OX1R antag-1
Cc1ccc(CN2CC(C(=O)Nc3ccc(S(=O)(=O)Nc4cc(C)nc(C)n4)cc3)CC2=O)cc1 (centres undefined)	-16.0	i	13.9
CS(=O)(=O)N1CCN(C(=O)c2ccc(Cl)s2)CC1	-0.9	i	13.7
CCSc1nsc(NC(=O)Nc2cccc(F)c2)n1	103.8*	i	84.4*
O=C(Nc1cccnc1)c1cc(-c2ccc(Br)cc2)nc2ccccc12	-22.7	i	0.6
CN(C)CCCN(C(=O)c1ccc(S(=O)(=O)N2CCCC2)cc1)c1nc2c(F)cc(F)cc2s1	-6.8	i	22.1
CCc1n[nH]c(=S)n1/N=C/c1ccccc1OCc1ccc(Cl)cc1	-21.8	i	8.7
CCCCNC(=O)c1ccccc1NS(=O)(=O)c1ccc2c(c1)OCCO2	-7.7	i	13.5
Cc1ccc(Sc2nc3ccc(C)cn3c(=O)c2/C=N/O)cc1	-24.6	i	22.5

# Following part
SMILES	OX1R antag-2	CHT PAM	OX1R antag-1
CS(=O)(=O)N1CC(C(=O)NC2CC2)Oc2ccc(Cl)cc21 (centres undefined)	-6.2	i	2.6
Cc1c2cnn(CC(=O)Nc3c(F)c(F)cc(F)c3F)c(=O)c2c(C)n1Cc1ccc(F)cc1	-13.9	i	19.9
Cc1cc(=O)[nH]c(SCc2csc(-c3ccccc3)n2)n1	-1.5	i	11.8
CC(C)c1ccccc1OCC(=O)NC1CCCc2ccccc21 (centres undefined)	-24.2	i	40.2

# Rows are unselected; overall some 2.5% were active at least once.
